PKA-R1A activ – PKA-R1A complex activation; P00514+P68181; PKA-R1A dissociation, Cy5-IP20 fluorescence polarization; scaled: DMSO 0%, 113 µM cGMP 100%; activation, % at 11.4 µM; 0.083% of 340,000 active;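 active = percent activation above the mean of all tested compounds plus 3 SD, cut at about 19% in these data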;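 also: higher means more PKAc released from R1A so a rise in polarization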
dFosB activator – enhances mouse delta FosB homodimer DNA binding; P13346; purified delta FosB, TAMRA-CDK5 oligo fluorescence polarization; percent of positive-control signal above neutral wells; activation, % at 25 µM; 0.99% of 340,000 active;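 active = mean activation above about 17%, with every replicate also reaching it, limit read from the data, passing the limit was not always enough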;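 also: fluorescence polarization rise as delta FosB binds a TAMRA Cdk5 AP-1 oligo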
Arrestin-AP2 inh – inhibitors of human beta-arrestin and AP2 interaction; inhibition, % at 10 µM; FITC-arrestin peptide / GST-AP2 beads, flow cytometry; AP2 beta2 appendage carries R879A mutation; 0.31% of 340,000 active;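 active = inhibition above a set limit, near 3 SD of compounds lacking own fluorescence, cut at about 54% in these data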;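 also: plate controls were DMSO wells for no effect and 5 µM unlabelled arrestin peptide for full effect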
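Assay system: GST-AP2 R879A bound to glutathione beads, E. coli-expressed; Medium: PBS with 0.05% Tween 20 and 0.1% BSA; Also added: fluorescein-tagged arrestin peptide at 50 nM final; Timing: 12 min plus 1 h, RT; Measured by: flow cytometry, FL1 (488/535 nm); Evaluation: percent drop in bead-associated FITC signal.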
SR-BI DiI-HDL act – SR-BI HDL lipid transfer activation; CHO ldlA[mSR-BI] cells, DiI-HDL uptake fluorescence, 3 h; 100 = double the neutral-control signal; activation, % at 12.5 µM; 0.096% of 320,000 active;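 active = mean replicate activation of at least 60% and every replicate at or above 60%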;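 also: 0% = median plate neutral-control signal and 100% = twice that signal; values of inactives mirror those of a sister screen read the other way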
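Material – SR-BI-overexpressing, LDLR-lacking CHO cells · Medium – BSA-supplemented, HEPES-buffered Ham's F12, pH 7.4 · Doses – single concentration · Times – compound with DiI-HDL co-incubation, 3 h at 37 °C · Measured by – bottom-read fluorescence, 550/595 nm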
SR-BI DiI inh – blocks mouse SR-BI lipid uptake from DiI-HDL | ldlA[mSR-BI] CHO cells, DiI-HDL uptake fluorescence, 3 h | inhibition, % at 12.5 µM | 0.96% of 320,000 active;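 active = mean replicate inhibition of at least 70% and a set share of replicates each scoring 70 or more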;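 also: 0% = median of neutral control wells and 100% = median of positive control wells; values of inactives mirror those of a sister screen read the other way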
Mot1-301 SUMO – blocks SUMOylation pathway, rescuing yeast Mot1-301 growth. S. cerevisiae Mot1-301 growth rescue, ATP luminescence, 38.5C; percent above DMSO median, 100 means doubled. growth rescue, % at 18.8 µM. 1% of 320,000 active;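 active = every valid replicate shows activation above 250% relative to neutral control wells; inactive = the rest, any valid replicate at or below 250%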;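 also: OY570 slx delta 5 strain wells were the positive control but not used for scaling; some compounds called inactive have numbers as strong as hits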
MITF act – increases MITF-driven TRPM1 promoter luciferase signal | SK-MEL-5 TRPM1-promoter luciferase, 24 h; % of positive control, neutral wells = 0 | activation, % at 12.5 µM | 0.75% of 300,000 active | AID 588334;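 active = mean activation of at least 80% with every replicate also reaching 80%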;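 also: 0% = neutral control wells and 100% = parthenolide positive control wells; values of inactives mirror those of a sister screen read the other way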
CDK5 p35 inh – blocks human CDK5/p35 kinase activity | Q00535+Q15078 | Recombinant CDK5/p35, ADP-Glo luminescence, 60 min | inhibition, % at 10 µM | 0.01% of 330,000 active | AID 488839;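 active = highest replicate inhibition of at least 50% and at least 75% of replicates reaching 50%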;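 also: plate controls were DMSO neutral control for no effect and GW8510 at 10 µM for full effect; many of its hits are not listed in these tables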
PKA-R2B activ – activates the human PKA-R2B holoenzyme complex. P22694+P31323. PKA-R2B holoenzyme dissociation, Cy5-IP20 fluorescence polarization; R2B truncated from residue 108, S112A mutant; 0% DMSO only, 100% 113 µM cGMP. activation, % at 11.4 µM. 0.079% of 340,000 active. AID 504700;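 active = activation above a cutoff set at the mean over all compounds plus 3 SD, cut at about 18% in these data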;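 also: higher means more holoenzyme dissociation and a rise in polarization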
NSD2 inh – inhibitors of human histone methyltransferase NSD2 | 0.54% of 310,000 active | NSD2 peptide methylation, AlphaScreen, 120 min | O96028 | inhibition, % at 12.5 µM; in the data active = inhibition above about 50%
DSG3 Ab inh – inhibitors of pemphigus antibody binding to human desmoglein-3 | DSG3-coupled beads, scFv-anti-DSG3-GFP binding, flow cytometry; stronger effect = lower value | binding (percent of control), % at 10 µM | 0.48% of 310,000 active | AID 588358;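 active = binding more than 3 SD below its plate's average and above zero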;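 also: hits lower antibody fragment binding to DSG3; some compounds called inactive have numbers as strong as hits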
Target sequence (P32926 whole entry, looked up, the tested form may be a part): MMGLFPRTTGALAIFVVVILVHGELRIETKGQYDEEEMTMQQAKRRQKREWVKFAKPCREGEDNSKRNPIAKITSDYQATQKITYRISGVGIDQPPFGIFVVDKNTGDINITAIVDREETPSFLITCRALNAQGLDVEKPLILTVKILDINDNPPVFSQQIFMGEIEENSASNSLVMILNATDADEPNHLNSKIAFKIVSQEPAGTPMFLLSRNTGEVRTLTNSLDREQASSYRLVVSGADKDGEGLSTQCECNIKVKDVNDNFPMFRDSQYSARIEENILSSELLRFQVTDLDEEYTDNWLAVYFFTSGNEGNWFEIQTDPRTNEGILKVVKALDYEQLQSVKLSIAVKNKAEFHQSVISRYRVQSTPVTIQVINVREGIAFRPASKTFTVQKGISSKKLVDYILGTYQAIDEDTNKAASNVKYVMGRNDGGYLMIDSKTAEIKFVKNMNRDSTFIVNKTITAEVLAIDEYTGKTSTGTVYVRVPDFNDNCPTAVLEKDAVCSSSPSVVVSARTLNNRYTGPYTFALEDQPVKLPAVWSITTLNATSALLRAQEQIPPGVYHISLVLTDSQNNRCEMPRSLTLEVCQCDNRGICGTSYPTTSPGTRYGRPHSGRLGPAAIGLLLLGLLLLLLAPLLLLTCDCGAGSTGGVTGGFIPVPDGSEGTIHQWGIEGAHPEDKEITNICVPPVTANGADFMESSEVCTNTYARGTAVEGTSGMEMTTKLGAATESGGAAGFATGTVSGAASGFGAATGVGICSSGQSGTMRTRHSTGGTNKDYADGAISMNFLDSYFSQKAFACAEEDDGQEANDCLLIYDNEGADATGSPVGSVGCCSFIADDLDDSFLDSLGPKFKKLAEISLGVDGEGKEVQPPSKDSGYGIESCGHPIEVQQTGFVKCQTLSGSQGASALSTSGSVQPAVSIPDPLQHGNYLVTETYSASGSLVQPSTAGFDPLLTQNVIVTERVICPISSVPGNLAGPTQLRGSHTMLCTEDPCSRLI
The depositor's hits bear a star; x = no result given.

PKA-R1A activ,dFosB activator,Arrestin-AP2 inh,SR-BI DiI-HDL act,SR-BI DiI inh,Mot1-301 SUMO,MITF act,CDK5 p35 inh,PKA-R2B activ,NSD2 inh,DSG3 Ab inh,SMILES
-7.8,9.4,13.9,20.6,-20.6,1.8,x,-0.9,17.8,x,x,CCn1cc(C(=O)NCc2cccnc2)c2cc(OC)c(OC)cc2c1=O
8.3,-7.4,10.4,13.0,-13.0,27.0,-3.4,0.7,-5.7,2.4,x,Cc1ccc(C(=O)CN2C(=O)NC3(CCCCC3C)C2=O)s1 (centres undefined)
-0.7,6.6,19.0,9.7,-9.7,-10.8,2.2,-0.9,2.0,-3.2,106.3,O=C(NCc1ccncc1)Nc1ccccc1F
-10.2,-3.6,14.0,-9.2,9.2,122.1,-4.2,-0.5,-12.2,0.3,99.3,O=C(NCCCCNC(=O)c1ccco1)c1ccco1
6.9,-3.2,-5.1,3.1,-3.1,3.1,x,-2.2,-7.6,-4.9,96.2,Nc1ccc(S(=O)(=O)NC(Cc2ccccc2)C(=O)O)cc1 (centres undefined)
-4.3,-3.6,x,-1.8,1.8,1.5,21.4,-2.4,-3.1,-5.2,102.2,CC1(C)CC(c2nc(-c3ccc(Br)cc3)cs2)CCS1 (centres undefined)
-14.0,-11.1,21.7,-9.7,9.7,-15.9,-11.7,3.0,-0.4,1.5,107.7,Cn1c(=O)[nH]c(=O)c2c1nc(NCCc1ccccc1)n2CC(O)COc1ccccc1 (centres undefined)
3.7,-2.1,-1.9,x,x,x,-3.8,3.2,-2.3,0.0,115.1,CCC(C(=O)NC1CCCC1)n1c2ccccc2c2nc(=O)cc(C)n21 (centres undefined)
0.9,-8.8,0.6,17.2,-17.2,-17.6,8.6,-1.3,3.7,1.5,97.0,CC(CN1C(C)CCCC1C)OC(=O)c1ccccc1Br (centres undefined)
-15.0,-0.1,3.5,16.8,-16.8,-8.1,x,-5.5,-6.9,x,116.0,Oc1ccc(C(c2nnnn2C2CCCC2)N2CCc3ccccc3C2)cc1 (centres undefined)
-9.9,0.9,-2.4,-3.6,3.6,-13.6,1.8,1.2,-4.2,-1.7,104.5,CC(C)(C)NC(=O)C(c1cccs1)N(Cc1cccs1)C(=O)c1csnn1 (centres undefined)
-5.0,-1.6,15.6,-27.3,27.3,-18.5,20.4,-1.1,-9.6,-0.7,103.0,COc1ccc2c(c1)[nH]c1c(=O)n(CC3CCCO3)cnc12 (centres undefined)
1.8,-18.8,-8.8,-21.9,21.9,-16.8,3.0,0.9,-9.2,-2.8,105.8,CCOC(=O)c1c(C2CC2)csc1NC(=O)CSCc1c(C)noc1C
-1.6,-5.1,53.1,16.8,-16.8,-3.2,-18.1,-1.0,4.5,1.4,108.7,COc1ccc(CC(=O)NC2CC(C)(C)NC(C)(C)C2)cc1OC
1.2,-7.9,1.9,-74.9,74.9*,5.8,-11.7,0.6,12.3,-1.8,111.9,COc1ccc([N+](=O)[O-])cc1NC(=O)C(C)N(C)Cc1ccc(Br)cc1 (centres undefined)

The final three records of the section above are carried over, then new ones follow:
PKA-R1A activ,dFosB activator,Arrestin-AP2 inh,SR-BI DiI-HDL act,SR-BI DiI inh,Mot1-301 SUMO,MITF act,CDK5 p35 inh,PKA-R2B activ,NSD2 inh,DSG3 Ab inh,SMILES
1.8,-18.8,-8.8,-21.9,21.9,-16.8,3.0,0.9,-9.2,-2.8,105.8,CCOC(=O)c1c(C2CC2)csc1NC(=O)CSCc1c(C)noc1C
-1.6,-5.1,53.1,16.8,-16.8,-3.2,-18.1,-1.0,4.5,1.4,108.7,COc1ccc(CC(=O)NC2CC(C)(C)NC(C)(C)C2)cc1OC
1.2,-7.9,1.9,-74.9,74.9*,5.8,-11.7,0.6,12.3,-1.8,111.9,COc1ccc([N+](=O)[O-])cc1NC(=O)C(C)N(C)Cc1ccc(Br)cc1 (centres undefined)
-9.0,-4.6,-14.4,x,35.7,22.2,9.8,-1.0,0.2,-1.2,109.7,Cc1cccc(N2CCN(C(=O)CSc3nnnn3C3CC3)CC2)c1C
-2.2,0.2,12.9,13.0,-13.0,x,27.2,-1.2,-3.3,-3.0,102.6,CCOc1cccc(/C=N/N=C/c2cccc(OCC)c2O)c1O
-11.4,-0.9,31.4,23.5,-23.5,8.2,-8.5,0.0,-1.6,0.1,103.8,CCOc1ccc(NS(=O)(=O)c2cc(C(=O)N3CCC3)ccc2Cl)cc1
-2.9,0.3,-5.9,26.3,-26.3,9.1,-12.3,0.1,-3.7,x,91.0,O=C1[C@H]2[C@@H](c3ccc(F)cc3)N3C(=O)N(c4ccc(Br)cc4)C(=O)[C@@]3(Cc3ccccc3)[C@H]2C(=O)N1C1CCCCC1
-3.9,12.3,37.1,1.9,-1.9,16.6,-3.6,-1.6,-15.4,12.7,88.5,O=C(CCc1nc(-c2cccs2)no1)Nc1cnc2ccccc2c1
0.1,-4.4,-3.2,x,x,-4.8,6.9,-1.2,-8.1,x,95.7,CCC(C)C(NC(=O)C1CCC(C)CC1)C(=O)Nc1ccc(OC)cc1 (centres undefined)
5.2,4.3,2.5,-41.1,41.1,-0.9,31.9,1.8,3.8,x,100.2,COc1ccc(Nc2nc(N3CCCC3)nc(N3CCOCC3)n2)cc1
-8.0,-18.9,0.6,-66.8,66.8,-4.0,1.1,-0.2,-12.8,0.1,96.6,CCn1c(SCC(=O)N/N=C/c2c[nH]c3ccccc23)nnc1-c1ccc(Cl)cc1
-0.6,-0.8,35.8,x,x,275.6,14.9,1.7,-5.0,-1.2,99.4,COc1ccc(F)c(CN2CCC(CO)(Cc3cccc(C(F)(F)F)c3)CC2)c1
-11.3,-0.6,-0.2,-3.2,3.2,-7.0,-0.5,-3.7,-1.7,-2.4,97.2,COc1ccc(N2CC(C(=O)Nc3cccc(C)n3)CC2=O)cc1 (centres undefined)
-14.2,-9.5,4.8,-25.9,25.9,-15.1,-10.8,-2.5,-10.3,12.2,100.2,O=C1c2ccccc2-c2n[nH]c(=O)c3ccc(N4CCCCC4)c1c23
-14.3,0.9,4.0,x,x,1.7,5.1,0.2,2.7,2.1,99.8,N#C/C(=C/c1ccncc1)c1nc2ccccc2c(=O)[nH]1
-0.4,-4.7,-1.8,10.8,-10.8,18.7,-20.7,-1.3,-6.8,0.3,105.3,Cc1cc(Cl)ccc1OCCCC(=O)NO
-1.9,-1.3,-5.7,-14.3,14.3,-24.0,1.8,0.6,0.6,-0.2,102.7,CCOc1ccc(CN(C)CC(=O)Nc2cccc(C)c2)cc1OC
-4.3,2.8,1.0,23.1,-23.1,16.2,-8.9,-0.3,-19.4,2.3,105.4,Cc1cc(NS(=O)(=O)c2ccc(NC(=O)C(C)Oc3ccc(Cl)cc3)cc2)no1 (centres undefined)

Later entries
PKA-R1A activ,dFosB activator,Arrestin-AP2 inh,SR-BI DiI-HDL act,SR-BI DiI inh,Mot1-301 SUMO,MITF act,CDK5 p35 inh,PKA-R2B activ,NSD2 inh,DSG3 Ab inh,SMILES
0.7,-6.3,15.9,3.5,-3.5,-2.7,-5.9,-1.5,3.1,0.0,94.7,Cc1noc(C)c1COc1ccccc1C(=O)NC(C)c1ccc(Cl)cc1 (centres undefined)
-2.5,7.6,7.6,10.6,-10.6,18.1,49.4,-0.3,2.5,-2.0,90.6,Fc1ccccc1/C=N/Nc1ccc(Cl)nn1
-5.0,4.4,39.5,-6.4,6.4,-10.7,4.9,0.3,-2.7,-0.9,99.9,Cc1ccc(NC(=O)Cn2c(=O)oc3ccccc32)c(C)c1
2.5,-9.1,38.0,22.6,-22.6,-7.2,4.7,3.7,-10.4,-1.0,131.8,COc1ccc(NC(=O)CN2C(=O)NC(C)(c3ccc4c(c3)OCCO4)C2=O)cc1S(N)(=O)=O (centres undefined)
15.0,-4.0,-5.8,-42.4,42.4,-31.7,-11.7,0.6,1.5,-1.2,102.8,CCC(Sc1nc(C)cc(C)n1)C(=O)Nc1nccs1 (centres undefined)
-1.8,-9.8,9.1,9.2,-9.2,1.2,-24.5,-1.0,-3.5,-1.8,122.5,Cc1cc(Br)c(S(=O)(=O)NCc2ccncc2)cc1C
-1.8,-6.0,-11.6,6.0,-6.0,-10.1,-1.7,0.4,-9.7,-1.4,99.6,CC(C)Cc1nnc(NC(=O)C2CCN(C(=O)c3ccc(Cl)cc3)CC2)s1
4.5,1.3,-7.6,-1.5,1.5,28.8,4.4,0.3,6.2,-3.0,111.0,Cc1ccccc1SCC(=O)N1CCN(c2ccc(C(F)(F)F)cn2)CC1
-8.6,-4.2,5.9,-48.3,48.3,-11.6,-72.4,1.3,-0.6,x,120.5,C/C(=N\NC(=O)c1cc2ccccc2cc1O)c1ccccn1
-1.7,-5.0,1.6,19.9,-19.9,-7.9,13.2,1.6,3.2,1.0,100.5,COc1ccc(C2C(C#N)=C(N)Oc3cccc(O)c32)cc1 (centres undefined)
-9.6,-10.4,27.6,-75.0,75.0*,-15.9,10.6,1.8,-2.8,21.5,107.4,Cc1ccc(NC(=S)Nc2cccc3cnccc23)cc1C
6.1,-9.5,19.1,8.7,-8.7,-3.0,x,-0.4,-4.5,1.7,93.4,CCOC(=O)Cn1cc(/C=N/NC(=O)CC#N)c2ccccc21
